Compound activity (PubChem BioAssay)
VLA-4 inh: inhibition in a human VLA-4 binding assay; P13612; VLA-4 expressing cells, ligand binding flow cytometry; inhibition, % (about 7 µM as worked out from the volumes in the protocol); 330,000 compounds, 0.2% hits; AID 2557; in the data active = inhibition above about 50%
Target sequence (P13612 whole entry, looked up): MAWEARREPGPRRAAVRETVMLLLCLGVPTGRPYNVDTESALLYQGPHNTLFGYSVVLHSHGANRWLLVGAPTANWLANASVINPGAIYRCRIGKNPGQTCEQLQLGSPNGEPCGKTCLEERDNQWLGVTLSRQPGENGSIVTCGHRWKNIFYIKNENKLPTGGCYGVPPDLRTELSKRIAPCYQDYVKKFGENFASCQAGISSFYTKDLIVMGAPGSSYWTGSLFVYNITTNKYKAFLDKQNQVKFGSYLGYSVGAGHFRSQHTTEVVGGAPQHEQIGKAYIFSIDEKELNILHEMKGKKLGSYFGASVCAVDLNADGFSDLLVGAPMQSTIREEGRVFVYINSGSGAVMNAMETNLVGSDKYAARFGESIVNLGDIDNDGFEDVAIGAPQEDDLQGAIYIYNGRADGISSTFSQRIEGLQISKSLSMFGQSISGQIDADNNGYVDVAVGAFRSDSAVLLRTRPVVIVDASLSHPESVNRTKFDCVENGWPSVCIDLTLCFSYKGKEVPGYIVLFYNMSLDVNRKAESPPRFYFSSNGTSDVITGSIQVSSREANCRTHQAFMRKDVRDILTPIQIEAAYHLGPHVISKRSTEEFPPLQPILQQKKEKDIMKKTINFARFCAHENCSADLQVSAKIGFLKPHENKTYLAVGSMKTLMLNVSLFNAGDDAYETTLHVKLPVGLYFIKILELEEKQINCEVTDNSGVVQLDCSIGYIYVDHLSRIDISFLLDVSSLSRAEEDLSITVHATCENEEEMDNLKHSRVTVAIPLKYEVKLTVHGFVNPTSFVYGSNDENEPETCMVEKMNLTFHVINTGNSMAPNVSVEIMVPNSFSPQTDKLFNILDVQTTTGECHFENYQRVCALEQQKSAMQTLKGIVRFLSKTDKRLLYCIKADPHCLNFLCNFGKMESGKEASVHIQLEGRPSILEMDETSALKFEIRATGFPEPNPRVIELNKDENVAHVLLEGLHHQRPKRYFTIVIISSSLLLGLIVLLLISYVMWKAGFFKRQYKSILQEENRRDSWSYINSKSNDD
procasp3 activ: activates human procaspase-3 | P42574 | activation, % at 8.5 µM | recombinant procaspase-3 D3A, Ac-DEVD-pNA absorbance 405 nm | 330,000 compounds, 0.11% hits;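 active = activation above the mean of all tested compounds plus 3 SD, cut at about 21% in these data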;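 also: 0% = DMSO alone and 100% = DMSO wells spiked with extra 5 µM PC-3 D3A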
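System: Procaspase-3 D3A mutant. Medium: Zinc-free 300 mM NaCl, 50 mM HEPES, 0.01% Triton X-100. Schedule: 1 h preincubation plus 2 h reaction at 25 °C. Measured by: 405 nm absorbance of p-nitroaniline, reads at 0 and 120 min. Read-out: percent activation relative to control range.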
PP1 inh: PP1-alpha (human) inhibition in PP5 counter-screen; 320,000 compounds, 0.9% hits; inhibition, % at 6.7 µM; AID 2235; purified PP1alpha, OMFP fluorescence;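 active = inhibition above the mean inhibition of all tested compounds plus 3 SD, computed separately for each screening campaign, cut at about 15% in these data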
PP5 primary: inhibitors of human protein phosphatase 5 (PP5) | purified PP5c, OMFP substrate fluorescence | inhibition, % at 6.7 µM | 320,000 compounds, 0.18% hits | AID 1987;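 active = inhibition above the campaign's mean inhibition across all tested compounds plus 3 SD, cut at about 9.5% in these data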;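 also: 0% = DMSO only and 100% = 100 µM cantharidin control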
GRK2 inh: inhibitors of human GRK2 displacing RNA aptamer | P25098 | bead flow cytometry, FAM-aptamer displacement from GRK2 | inhibition of aptamer binding, % at 10 µM | 330,000 compounds, 0.59% hits | AID 488847;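 active = inhibition of aptamer binding above 40%, roughly 3 SD of noise, on plates passing a quality check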;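 also: median bead fluorescence of bound FAM aptamer so fluorescent compounds give negative values; no value below 0 was filed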
procasp7 counter: counter-screen for procaspase-3 activators: activators of human procaspase-7 | recombinant procaspase-7, Ac-DEVD-pNA absorbance 405 nm; D23A/D198A/D206A triple mutant, cannot self-cleave; scale: DMSO 0, 5 µM enzyme 100 | 330,000 compounds, 0.093% hits | activation, % at 8.5 µM;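 active = percent activation above the screen-wide mean plus 3 SD, cut at about 25% in these data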
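buffer or medium = Zinc-free HEPES/NaCl buffer, pH 7.4 | material = Procaspase-7 triple mutant (PC-7 D3A) | input = 2 µM procaspase-7 mutant as dispensed | signal = Epi-absorbance of released pNA at 405 nm, two timepoints | timing = 1 h preincubation, 2 h reaction | replicates = singlicate compound testing | evaluation = % activation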
JMJD2C inh: blocks human GASC-1 demethylase activity; Q9H3R0; GST-JMJD2C(1-420) H3K9me3 demethylation, DELFIA europium; inhibition, % at 2.35 µM; 330,000 compounds, 0.069% hits; AID 2099;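 active = more than half of a compound's replicate wells show inhibition beyond 50%, single wells judged on their own value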;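 also: signal counts dimethyl H3K9 product captured on neutravidin plate; 0% = median of DMSO wells and 100% = 0.3 times that DMSO median; strong numbers were not always called active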
CTSL1 counter: counter-screen for PFM18AAP inhibitors: inhibitors of F. hepatica cathepsin L1. recombinant F. hepatica cathepsin L1, Z-Leu-Arg-MCA fluorescence. inhibition, % at 5.96 µM. 300,000 compounds, 0.49% hits. AID 1906;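 active = inhibition above the mean of all tested compounds plus 3 SD, set per screening campaign, cut at about 17% in these data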;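 also: 0% = plate median of test compound wells and 100% = 1 µM Z-Phe-Ala-diazomethylketone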
HCV core dimer: blocks dimerization of HCV core protein; AID 1899; 300,000 compounds, 0.33% hits; TR-FRET GST/Flag-core106 dimerization, 1536-well; inhibition, % at 5 µM;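 active = inhibition above the mean of all tested compounds plus 3 SD, set per screening campaign, cut at about 45% in these data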
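Assay system: tagged HCV core106 pair (GST and Flag); medium: KF-containing HEPES buffer, pH 7.45, DTT, CHAPS, BSA; also added: Eu donor and XL665 acceptor anti-tag antibodies; dosing: 5 µM single dose; timing: compound-protein-antibody incubation 4 h at 22.5 °C; signal: TR-FRET 671 and 617 nm emission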
* hit, by the source's call; x = no result given; & = joins results of further samples. Random draw from the library, and some 2.6% of all compounds hit somewhere here.

Fields – HCV core dimer, GRK2 inh, procasp7 counter, PP1 inh, CTSL1 counter, procasp3 activ, PP5 primary, VLA-4 inh, JMJD2C inh
Cc1ccc(C2CC(c3ccccc3)n3ncnc3N2)cc1 (centres undefined)
  4, 1, -2, 0, 1, -1, -0.6, -7, -3
O=C(NNc1ccc([N+](=O)[O-])cc1)C1C2CCCCC21 (centres undefined)
  17, 0, 3, 1, 6, 1, 0.6, -28, 1
CCOC(=O)c1nc(NCc2cccnc2)c2ccccc2n1
  -10, 0, 0, -4, 2, -3, 3.1, 15, 4
Cc1ccc(C(=O)OCC(=O)NCCN2C(=O)CSC2=O)cc1[N+](=O)[O-]
  x, 0, 6, x, x, 10, x, 6, -4
Cc1ccc(C(=O)Nc2ccccc2C(N)=O)o1
  -3, 12, 11, 6, -2, 3, 3.8, 9, 3
COCCN(C(=O)COC(=O)Cc1coc2cc3c(cc12)CCC3)c1c(N)n(Cc2ccccc2)c(=O)[nH]c1=O
  14, 19, 10, 0, -1, -6, -0.4, 4, 21
C=CCN(c1ccccc1)S(=O)(=O)c1cccc(C(=O)NC2CCN(Cc3ccccc3)CC2)c1
  1, 0, 4, -2, 1, -6, -3.0, 4, -2
Cc1nn(-c2ccccc2)nc1C(=O)Oc1cc(C(F)(F)F)nn1-c1ccccc1
  -3, 0, 0, -2, 0, 0, -3.2, -2, 7
COc1ccccc1-n1cnnc1SCC(=O)c1ccc[nH]1
  14, 2, 0, 1, -1, 2, 3.5, 6, 4
CC1C/C(=N\NC(N)=S)c2cc(Cl)ccc2S1 (centres undefined)
  2, 0, -7, 0, 68*, -18, 1.0, 18, -2
CC(OC(=O)c1cccnc1Cl)C(=O)Nc1ccc(S(N)(=O)=O)cc1 (centres undefined)
  -2, 3, -2, -1, -2, 7, -3.7, 3, 1
CSc1ccc(CCNC(=O)C2CCCN(S(=O)(=O)N3CCOCC3)C2)cc1 (centres undefined)
  -3, 5, -10, 1, -6, 8, 2.1, 2, -28
NS(=O)(=O)c1ccc(NC(=O)COC(=O)/C=C/c2ccc([N+](=O)[O-])cc2)cc1
  3, 0, 0, 1, -4, 5, 0.5, 12, 1
Cc1cc(=O)[nH]c2c1cnn2Cc1ccccc1
  -2, 0, 11, -2, -3, 1, 0.6, 14, 5
O=C(O)Cc1coc(-c2ccc(F)cc2)n1
  -9, 1, -1, 1, -2, -6, 1.7, 2, -5

Random excerpt: 2 records from the list, in no set order.
Fields – HCV core dimer, GRK2 inh, procasp7 counter, PP1 inh, CTSL1 counter, procasp3 activ, PP5 primary, VLA-4 inh, JMJD2C inh
COCCN(C(=O)COC(=O)Cc1coc2cc3c(cc12)CCC3)c1c(N)n(Cc2ccccc2)c(=O)[nH]c1=O
  14, 19, 10, 0, -1, -6, -0.4, 4, 21
C=CCN(c1ccccc1)S(=O)(=O)c1cccc(C(=O)NC2CCN(Cc3ccccc3)CC2)c1
  1, 0, 4, -2, 1, -6, -3.0, 4, -2

Other results:
Fields – HCV core dimer, GRK2 inh, procasp7 counter, PP1 inh, CTSL1 counter, procasp3 activ, PP5 primary, VLA-4 inh, JMJD2C inh
O=C(c1cc(-c2ccc(Cl)cc2Cl)on1)N1CCCC1
  -2, 0, 6, 5, -1, 1, 2.0, -45, 3
CCN(CC)S(=O)(=O)c1ccc(NC(=O)c2ccccn2)cc1
  -2, 1, -2, 2, -7, 3, 1.0, 15, 21
CCn1cc(C(=O)NCC2CCCO2)c(=O)c2cc(S(=O)(=O)N3CCC(C)CC3)ccc21 (centres undefined)
  2, 0, 4, 4, 0, -2, 0.5, 10, 8
CCN(CCO)Cc1csc2c(Br)cccc12
  -5, 0, 1, 3, 2, -3, 2.1, -4, -5
CCC(=O)Nc1nc(-c2cc([N+](=O)[O-])cs2)cs1
  -5, 0, 12, -1, 2, 7, 0.1, -5, -4
OCCCCc1nccc2c1[nH]c1ccccc12
  2, 2, -7, 0, -4, -11, 0.3, 7, -8
COc1ccc(C(=O)NC2CCN(C(=S)Nc3cccc(C)c3)CC2)cc1
  -2, 0, 14, -3, -1, -1, 3.8, 0, -4
O=C(NCCNC(=O)c1cccnc1)c1ccc(Br)cc1
  -6, 0, -1, 2, -3, 2, -0.7, -5, -12
COc1ccc(NC(=O)Nc2cccc3ccccc23)c(OC)c1
  -3, 7, -21, 8, 1, -3, 1.9, 18, 0
COc1ccccc1CNC(=O)Cn1nnnc1CN(C)C(C)C
  -2, 1, 8, -3, -2, 6, -0.2, 13, -2
C=CCNc1ccc(F)c(F)c1N1CCCCCC1=O
  4, 0, 4, -4, 2, -1, -6.0, 2, 0
Cc1ccc(/C=C/C(=O)NC(=S)Nc2ccccc2C(=O)NC2CCCCC2)cc1
  7, 1, 1, -2, 2, -4, -0.5, 19, -1
CC(C)c1nnc(NC(=O)CCC(=O)N2CCN(c3cccc(Cl)c3)CC2)s1
  4, 2, 9, -4, 2, -2, 3.5, 15, 8
CCCS(=O)(=O)N1CCCC(C(=O)NCCN(CC)CC)C1 (centres undefined)
  -1, 0, -5, -10, 1, -5, -3.1, -5, -11
NS(=O)(=O)c1ccc(NCc2ccccc2OCc2ccc(F)cc2)cc1
  -2, 0, -1, 4, 0, -4, 2.6, 10, -13
Cc1ccccc1OCC(=O)Nc1cccc(NC(=O)c2ccco2)c1
  3, 1, 7, 0, 2, -3, -0.3, 11, -12
Cc1nn(-c2ccc(Cl)cc2)c(=O)c2ccccc12
  0, 96*, 9, 6, -6, 7, -3.3, -17, -4
COc1cc2ccccc2cc1C(=O)Nc1nccs1
  9, 1, 11, -4, 1, 4, 1.6, -3, -7
CC(=O)Nc1ccc(CN2CCN(CCC(C)C)C(CCO)C2)cc1 (centres undefined)
  -7, 0, 5, -2, 3, -3, -0.1, -3, 0
Cc1ccc(NS(=O)(=O)c2ccc(C(=O)NCC3CCCO3)cc2)cc1 (centres undefined)
  -11, 0, 1, 2, 0, 0, 2.3, 5, 15
CCC(C)C(=O)OCC1(c2ccc(C)cc2OC(=O)C(C)C)CO1 (centres undefined)
  2, 23, 2, -1, 4, 2, 4.3, -5, -2
CN(C(=O)C1CCC(CNS(=O)(=O)c2cccc3cccnc23)CC1)C1CCCCC1 (centres undefined)
  15, 3, 10, -2, 1, 7, 1.2, 20, -3
CC(C)CSc1n[nH]c(N)n1
  -1, 0, 8, -3, -2, 6, -3.1, 22, -9
Nc1cc([N+](=O)[O-])ccc1Nc1ccccc1
  -21, 2, 0, -3, 2, -16, 3.5, 7, -3
C=CCN(CC=C)CCOc1ccc2ccccc2c1
  -10, 0, 8, 0, 4, 7, 4.8, 39, -3
O=C(Oc1cc(Cl)ccc1Cl)C1=CC=CN2CCS(=O)(=O)N=C12
  x, 0, 7, -1, x, 5, 3.4, 4, -3
COc1ccc(CCNC(=O)C2CCN(S(=O)(=O)c3ccc4c(c3)oc(=O)n4C)CC2)cc1OC
  9, 0, 0, 0, -3, 2, 0.6, -2, 4
S=C(Nc1ccc(Nc2ccccc2)cc1)N1CCN(c2ncccn2)CC1
  -8, 1, -19, -2, -1, -14, 1.9, -3, -38
Cc1ccc(S(=O)(=O)NCCC(=O)NNc2c(F)c(F)cc(F)c2F)cc1
  x, 28, 3, x, x, 8, x, -6, -3
COC(=O)c1ccccc1OCC(=O)NC1CCCCC1
  -3, 1, 7, -8, -1, 0, 0.7, 24, -4
CCN(CC)CCCN=Cc1c(-c2ccccc2)[nH]n(-c2nc3ccccc3s2)c1=O
  8, 1, 2, 30*, -9, -5, 3.1, 15, -1
CCC(=O)OCc1cc2cccc(C)c2[nH]c1=O
  -2, 1, -1, -3, -8, 1, 2.9, 13, -8
CCSc1nc2ccccc2n1Cc1cccc([N+](=O)[O-])c1
  -1, 5, -1, 2, 2, 4, 0.8, -5, -1
CNC(=O)c1ccsc1NC(=O)c1ccccc1
  11, 0, 1, -5, 1, 0, 0.9, 4, 2&0
CCOC(=O)c1c(C)[nH]c(C)c1C(=O)COC(=O)c1cccnc1Cl
  x, 1, 6, x, x, 1, x, 4, 4
CC(C)N1C(=S)SC2CS(=O)(=O)C=C21 (centres undefined)
  -2, 1, -3, -1, -2, 3, -1.3, -4, -3
O=C(/C=C/c1cccnc1)c1cccc(O)c1
  5, 2, 0, 1, 0, 8, -0.1, 5, 18
Cc1cc(NC(=O)CC(C)C)c(=O)n(Cc2ccccc2F)c1
  0, 0, 7, -1, -3, 6, -1.9, -2, 8
Cc1nc2c(C)cccc2cc1C(=O)N/N=C/c1ccc(C(=O)O)cc1
  1, 0, 6, -2, 2, -5, -0.1, 6, 2
COc1ccccc1C1CCN(Cc2cccc(C(=O)N3CCC(O)CC3)c2)CC1
  0, 1, 4, -2, 1, 8, -2.0, 2, -3
CCCCN(C)CCCNC(=O)CC1Oc2ccccc2NC1=O (centres undefined)
  2, 0, 7, -14, 6, -3, 2.4, 8, 32
COc1cc(/C=C2\SC(=S)N(Nc3ncc(C(F)(F)F)cc3Cl)C2=O)cc(OC)c1OC
  5, 3, -13, 3, 2, -12, 0.6, -11, -1
CCOc1c2ccc(C(=O)NCCc3ccc(C)cc3)cc2nn1CC
  -4, 0, 7, -3, 2, 7, 0.9, 24, -2
CCCC(=O)Nc1ccc(C=C(C(C)=O)C(C)=O)cc1
  6, 0, -7, -4, -6, 0, 0.5, 10, 6
CCc1nnc(NC(=O)c2nc(S(=O)(=O)Cc3ccccc3)ncc2Cl)s1
  0, 0, 0, -1, 2, -1, 0.1, 6, -7
COC(=O)c1cccc(NC(=O)CC2NCCNC2=O)c1 (centres undefined)
  -6, 0, 2, 2, -4, -6, -0.2, 3, -5
OCCNc1nc(-c2ccccc2)c2ccccc2n1
  -6, 1, 6, 3, -4, -7, 4.7, 3, 8
